Cneo AK release – Cryptococcus neoformans lysis via adenylate kinase release | C. neoformans lysis, adenylate kinase release luminescence, 4 h; normalised: neutral wells 0, clomiphene wells 100 | AID 651654 | lysis activity, % at 15 µM | actives 0.2% (n = 360,000);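 active = mean lysis activity across replicates of at least 80%, whatever share of replicates individually reach that level; inactive = mean lysis activity below 80%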
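Assay system: Cryptococcus neoformans yeast cells / Dosing: single-point compound dose / Timing: 4 h at 37 °C static, read 1 h later / Measured by: luminescence of released adenylate kinase using an AK detection reagent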
RAD52 anneal inh – blocks human RAD52 DNA annealing; recombinant RAD52 DNA annealing, FRET fluorescence; AID 651710; inhibition, % at 18.7 µM; actives 0.46% (n = 360,000);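 active = every replicate showing at least 50% inhibition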
PGC1a acetyl inh – PGC1a acetylation modulation, inhibitor mode; U2OS PGC1a acetylation, AlphaScreen anti-acetyl-lysine; with virally co-expressed GCN5 acetyltransferase; actives 0.17% (n = 350,000); inhibition, % at 15.6 µM;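 active = every replicate shows inhibition of at least 40%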;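 also: 0% = neutral control wells and 100% = positive control wells; some results beyond the cut were filed as inactive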
RAD54 inh – RAD54 (human) branch migration inhibition. RAD54 Holliday junction branch migration, FAM/BHQ fluorescence. inhibition, % at 10.4 µM. actives 0.14% (n = 360,000);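 active = mean normalized replicate activity at least 40 and at least half of replicates scoring 40 or more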;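 also: 0% = median of neutral control wells and 100% = median of positive control wells; inhibitors cause a drop in the FAM fluorescence signal; in these data hits start at about 50%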
PglD DTNB – PglD (C. jejuni) enzyme inhibition. actives 0.098% (n = 360,000). AID 602405. inhibition, % at 12.5 µM. purified PglD enzyme, DTNB colorimetric CoA detection; in the data active = inhibition above about 16%, passing the limit was not always enough; also: strong numbers were not always called active
E-sel inducer – E-selectin induction on HUVECs; HUVEC E-selectin immunofluorescence imaging; normalized: neutral wells 0, TNF-alpha wells 100; P16581; actives 0.37% (n = 260,000); activation, % at 7.58 µM;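 active = mean E-selectin-positive cell signal at least 10% of the positive control, reached in at least 60% of replicates, without over 20% cell loss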;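 also: in these data hits start at about 27%; measured in HUVEC primary endothelial cells; signal is the percent of cells scored E-selectin positive by PE staining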
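assay system = HUVEC, human umbilical vein endothelial cells | input = 3,000 HUVEC seeded per well | medium = EGM-2 growth medium on 0.1% gelatin-coated wells | dosing = one compound dose added by pin transfer | signal = immunofluorescence imaging | read-out basis = % PE-positive cells | control set = TNF-alpha, DMSO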
miR-122 sensor – miR-122 inhibition in Huh7 cells | Huh7 miR-122 Renilla luciferase sensor, 48 h; neutral wells = 0, positive control = 100 | activation (reporter increase), % at 12.5 µM | actives 0.3% (n = 340,000) | AID 602342;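 active = mean replicate activation score at least 90 and every replicate individually at or above 90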;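 also: higher luciferase means less miR-122 activity so hits act as miR-122 inhibitors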
ERAP1 HTS inh – blocks human ERAP1 aminopeptidase activity; recombinant ERAP1, Leu-AMC fluorescence, 60 min; actives 0.15% (n = 340,000); inhibition, % at 10.7 µM;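 active = mean replicate inhibition of at least 30%, or all replicates individually reaching that 30% level; inactive = mean below 30% and not every replicate reaching it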;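 also: 0% = neutral control wells and 100% = L-leucinethiol positive control wells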
Target sequence (Q9NZ08 whole entry, looked up): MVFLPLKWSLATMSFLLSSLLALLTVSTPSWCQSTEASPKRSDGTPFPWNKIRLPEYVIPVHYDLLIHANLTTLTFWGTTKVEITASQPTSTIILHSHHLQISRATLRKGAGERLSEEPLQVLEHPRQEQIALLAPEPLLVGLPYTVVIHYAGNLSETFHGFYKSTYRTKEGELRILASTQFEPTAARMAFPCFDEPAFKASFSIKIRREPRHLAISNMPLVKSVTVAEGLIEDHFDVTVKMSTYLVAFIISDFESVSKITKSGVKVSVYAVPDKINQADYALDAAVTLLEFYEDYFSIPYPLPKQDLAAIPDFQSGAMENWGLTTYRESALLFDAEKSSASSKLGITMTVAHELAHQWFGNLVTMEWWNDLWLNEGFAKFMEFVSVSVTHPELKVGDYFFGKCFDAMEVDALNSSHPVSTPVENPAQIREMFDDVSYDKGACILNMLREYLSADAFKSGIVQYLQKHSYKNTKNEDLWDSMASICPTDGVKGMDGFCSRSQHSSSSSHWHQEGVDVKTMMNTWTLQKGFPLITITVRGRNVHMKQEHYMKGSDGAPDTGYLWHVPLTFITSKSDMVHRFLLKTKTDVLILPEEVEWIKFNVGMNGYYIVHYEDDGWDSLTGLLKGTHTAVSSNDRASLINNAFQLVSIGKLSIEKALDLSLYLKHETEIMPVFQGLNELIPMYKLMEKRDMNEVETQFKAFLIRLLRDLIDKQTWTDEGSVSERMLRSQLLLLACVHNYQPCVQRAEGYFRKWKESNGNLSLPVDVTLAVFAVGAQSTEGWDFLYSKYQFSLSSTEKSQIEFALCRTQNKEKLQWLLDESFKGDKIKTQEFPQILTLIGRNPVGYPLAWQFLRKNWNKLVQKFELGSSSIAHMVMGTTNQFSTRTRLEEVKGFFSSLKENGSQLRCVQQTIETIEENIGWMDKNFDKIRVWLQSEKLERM
The depositor's hits bear a star; i = inactive; . = not tested or not shown; [ ] = dose if it differs, or a comment.

#1 COc1ccc(-c2csc3ncnc(N4CCN(S(=O)(=O)c5cccs5)CC4)c23)cc1
#2 COc1cccc(-c2onc3ccc(C(C)=O)cc23)c1
#3 Cc1cccn2c(=O)c3cc(C(=O)N4COCC4(C)C)n(C)c3nc12
#4 CCCC(=O)N(c1ccc2oc(=O)sc2c1)S(=O)(=O)c1cccs1
#5 COc1ccc(Nc2nccc(-c3cccc(N)c3)n2)cc1
#6 C[C@H](CO)N1C[C@H](C)[C@H](CN(C)Cc2ccncc2)Oc2ccc(NS(C)(=O)=O)cc2C1=O
assay / entry,1,2,3,4,5,6
Cneo AK release,0,-1,0,-4,-4,-5
RAD52 anneal inh,-27,-10,.,.,-12,-2
PGC1a acetyl inh,-42,9,-10,1,.,3
RAD54 inh,3,-6,-22,1,1,3
PglD DTNB,-4,-1,6,-1,0,-1
E-sel inducer,-0.3,0.2,.,.,1.0,-7.2
miR-122 sensor,-6,-3,0,-6,.,-4[16.7 µM]
ERAP1 HTS inh,3,-2,.,.,-3,0

#7 NC(=O)c1cc(C(=O)c2cccc(Cl)c2Cl)c[nH]1
#8 C[C@@H]1CCCCO[C@H](CN(C)Cc2ccncc2)[C@H](C)CN([C@H](C)CO)C(=O)c2cc(NC(=O)NC3CCCCC3)ccc2O1
#9 O=C(CCCNS(=O)(=O)c1cccs1)N1CCN(c2cccc(Cl)c2)CC1
#10 Cc1occc1C(=O)NNC(=O)c1ccc(Br)o1
#11 Cc1ccccc1NC(=O)C(Cc1ccccc1)n1cccc1 (configuration not stated)
#12 NC(=O)Cn1c(=O)oc2ccccc21
assay / entry,7,8,9,10,11,12
Cneo AK release,.,5,-1,.,-15,1
RAD52 anneal inh,-2,15,.,-20,-11,-9
PGC1a acetyl inh,-17,2,-1,-20,1,-7
RAD54 inh,.,-3,8,.,-3,0
PglD DTNB,.,-3,1,.,0,0
E-sel inducer,.,8.6,.,.,.,1.8
miR-122 sensor,-4,-1[16.7 µM],-1,2,8,2
ERAP1 HTS inh,-5,-3,.,-3,-5,4

Reprinted, entries 6 to 9
#6 C[C@H](CO)N1C[C@H](C)[C@H](CN(C)Cc2ccncc2)Oc2ccc(NS(C)(=O)=O)cc2C1=O
#7 NC(=O)c1cc(C(=O)c2cccc(Cl)c2Cl)c[nH]1
#8 C[C@@H]1CCCCO[C@H](CN(C)Cc2ccncc2)[C@H](C)CN([C@H](C)CO)C(=O)c2cc(NC(=O)NC3CCCCC3)ccc2O1
#9 O=C(CCCNS(=O)(=O)c1cccs1)N1CCN(c2cccc(Cl)c2)CC1
assay / entry,6,7,8,9
Cneo AK release,-5,.,5,-1
RAD52 anneal inh,-2,-2,15,.
PGC1a acetyl inh,3,-17,2,-1
RAD54 inh,3,.,-3,8
PglD DTNB,-1,.,-3,1
E-sel inducer,-7.2,.,8.6,.
miR-122 sensor,-4[16.7 µM],-4,-1[16.7 µM],-1
ERAP1 HTS inh,0,-5,-3,.

The results go on.
#13 CO[C@@H]1CC[C@H]2CCN(C)C(=O)[C@H](C)CN(C)C(=O)c3cc(C#N)ccc3OC[C@@H]1O2
#14 O=C(Nc1ccccc1C(=O)NC1CCCC1)NC1CCCC1
#15 O=C(c1cc(-c2ccccc2)nc2ccccc12)N1CCOCC1
#16 Cc1noc(C)c1S(=O)(=O)Nc1ccc2c(c1)C(=O)N([C@H](C)CO)C[C@@H](C)[C@@H](CN(C)C(=O)c1ccncc1)OCCCC[C@H](C)O2
#17 O=C(O)C(Cc1cccs1)c1cccs1 (configuration not stated)
#18 COc1ccc(/C(C)=N/Nc2nncc3ccccc23)cc1
assay / entry,13,14,15,16,17,18
Cneo AK release,0,-1,0,-2,1,-3
RAD52 anneal inh,-7,.,.,7,-3,-20
PGC1a acetyl inh,.,-7,8,-8,-5,-7
RAD54 inh,-2,2,-4,0,-17,-13
PglD DTNB,3,-1,-2,2,6,-3
E-sel inducer,0.0,.,.,-0.3,0.0,0.4
miR-122 sensor,.,9,-3,12[16.7 µM],.,.
ERAP1 HTS inh,-3,.,.,2,2,-1

#19 COc1ccc(N/C=C\C(=O)c2ccc3c(c2)OCO3)cc1
#20 CCOC(=O)c1cc(-c2ccc3c(c2)OCO3)nc2onc(C)c12
#21 O=S(=O)(Cc1ccccc1)N1CCN(c2ncccn2)CC1
#22 COc1ccccc1C#Cc1ccc([C@H]2[C@@H](CO)N3CCCCN(C(=O)C4CCCC4)C[C@@H]23)cc1
#23 CNc1ccccc1C(=O)OCC(=O)N1CCN(c2ccc(OC)cc2)CC1
#24 Cc1cc(C)n(-c2nc(NCCCN(C)C)c3c4c(sc3n2)CCCC4)n1
assay / entry,19,20,21,22,23,24
Cneo AK release,-1,6,-2,0,0,-3
RAD52 anneal inh,.,.,4,30,-8,53*
PGC1a acetyl inh,-7,1,2,-6,-7,-19
RAD54 inh,5,-17,-11,-8,4,22
PglD DTNB,-4,1,-4,5,1,3
E-sel inducer,.,.,0.2,.,0.1,0.1
miR-122 sensor,-4,-3,-5,6[16.7 µM],-2,-10
ERAP1 HTS inh,.,.,-3,2,-20,0

#25 C#CCOCCOCCOCCNc1nc(N2CCN(C(=O)[C@H](CCCCN)n3cc(CCCC)nn3)CC2)nc(N2CCN(C(=O)[C@H](CCCCN)n3cc(CCC(=O)O)nn3)CC2)n1
#26 CCN(CC(=O)Nc1ccc(NC(C)=O)cc1)C(=O)c1ccc(C(=O)c2ccccc2)cc1
#27 CSc1oc(-c2ccco2)nc1S(=O)(=O)c1ccccc1
#28 Cc1ccc2nc(SCC(=O)O)nc(C)c2c1
#29 O=C(C[C@H]1C/C=C\C[C@H](Cc2ccc(F)cc2)C(=O)OCCNC1=O)NCCO
#30 CC1(C)CC(=O)N(CC(=O)O)c2ccccc2S1(=O)=O
assay / entry,25,26,27,28,29,30
Cneo AK release,0,1,0,-2,-3,6
RAD52 anneal inh,4,-8,-41,.,1,-2
PGC1a acetyl inh,15,.,.,9,.,-1
RAD54 inh,0,-2,-11,-2,8,-9
PglD DTNB,-6,-2,3,-1,2,1
E-sel inducer,-0.1,.,0.1,.,1.8,.
miR-122 sensor,0,.,8,-2,.,1
ERAP1 HTS inh,-9,1,7,.,0,-1

#31 COc1ccc2oc3cc(C)[n+]([O-])c(-c4ccc(Br)cc4)c3c2c1
#32 O=C(Nc1ccccc1F)N1C[C@H]2[C@@H](c3ccccc31)[C@@H](CO)N2C(=O)c1ccccc1F
#33 Cc1cc(C)c(NC(=O)CNC(=O)CSc2nnc(N)s2)c(C)c1
#34 CCOc1ccc(NC(=O)CN(C)C(=O)C2CSC3(C)CCC(=O)N23)cc1OCC (configuration not stated)
#35 COc1ccc(C(=O)Nc2ccc3c(c2)OC[C@@H](C)NC[C@@H](C)[C@@H](OC)CN(C)C3=O)cc1
#36 CCCC#Cc1ccc([C@@H]2[C@@H](CO)N3CCCCN(CCC)C[C@@H]23)cc1
assay / entry,31,32,33,34,35,36
Cneo AK release,1,2,0,3,7,6
RAD52 anneal inh,.,0,-20,2,-9,0
PGC1a acetyl inh,2,-2,.,2,2,-12
RAD54 inh,3,4,-12,1,2,9
PglD DTNB,3,-2,-3,4,0,1
E-sel inducer,.,0.2,-0.2,.,-0.2,0.0
miR-122 sensor,-11,0[16.7 µM],1,5,5[16.7 µM],9[16.7 µM]
ERAP1 HTS inh,.,0,1,-2,-1,0

#37 O=C(CNC(=O)c1ccc(Cl)cc1Cl)OCC(=O)N1CCCC1
#38 O=C(CSc1nc2ccccc2c(=O)n1CC1CCCO1)NCCc1ccccc1 (configuration not stated)
#39 O=C(CCC(=O)N1CCN(S(=O)(=O)c2ccc3ccccc3c2)CC1)NCC(F)(F)F
#40 O=C(CCNC(=O)c1ccc(Br)o1)NCc1ccccn1
#41 O=C(O)c1cccc(Cn2cccn2)c1
#42 NNC(=O)c1ccc(COc2cccc3cccnc23)cc1
assay / entry,37,38,39,40,41,42
Cneo AK release,2,-1,-2,-2,0,-4
RAD52 anneal inh,-7,-3,-20,.,.,-23
PGC1a acetyl inh,.,1,.,7,-14,7
RAD54 inh,-3,6,0,-13,3,11
PglD DTNB,-2,6,-3,-3,-8,-3
E-sel inducer,.,.,0.2,.,.,0.6
miR-122 sensor,.,4,.,9,-4,5
ERAP1 HTS inh,0,0,2,.,.,-1

#43 COc1ccc2c3c(n(C)c2c1)[C@@H](CO)N(C(=O)Cc1ccccn1)CC31CN(C)C1
#44 CSCc1ccc(C(=O)OCC(=O)NC2CCCC2)o1
#45 COc1cc(CCC(=O)OCC(=O)Nc2cc(S(=O)(=O)N3CCOCC3)ccc2Cl)cc(OC)c1OC
#46 Cc1ccc(CN(c2ccc(C(=O)Nc3cccnc3)cc2)S(C)(=O)=O)cc1
#47 COC(=O)c1cc2c(C)nn(-c3ccccc3)c2s1
#48 Cc1ccccc1N1CCN(CC(=O)NCc2ccc(Cl)cc2)CC1
assay / entry,43,44,45,46,47,48
Cneo AK release,.,0,1,6,0,3
RAD52 anneal inh,24,-17,-6,.,.,-27
PGC1a acetyl inh,7,0,.,-5,-19,.
RAD54 inh,.,7,0,9,-6,-5
PglD DTNB,.,-2,4,1,-2,0
E-sel inducer,0.0,.,0.0,.,.,.
miR-122 sensor,.,7,.,-8,5,0
ERAP1 HTS inh,-1,2,3,.,.,-2

#49 Cc1ccc(-n2nc3c(N4CCC(C(=O)N5CCC(C(N)=O)CC5)CC4)nnc(C)c3c2C)cc1
#50 COc1ccc(S(=O)(=O)Nc2ccc(O)c(Sc3ncn[nH]3)c2)cc1
#51 Cc1ccc(S(=O)(=O)N(C)C[C@H]2Oc3ccc(N(C)C)cc3C(=O)N([C@H](C)CO)C[C@@H]2C)cc1
#52 CC(NC(=O)c1cn(C(C)c2ccccc2F)nn1)c1ccncc1 (configuration not stated)
#53 C/C(=N/OC(=O)C1CC12CCC2)c1ccc(Br)cc1 (configuration not stated)
#54 COc1ccc2cc(C#N)c(Cl)nc2c1
assay / entry,49,50,51,52,53,54
Cneo AK release,0,-4,1,.,.,.
RAD52 anneal inh,i,.,3,-9,-23,-22
PGC1a acetyl inh,.,17,2,-5,18,4
RAD54 inh,-69,-8,-17,.,.,.
PglD DTNB,1,7,-2,.,.,.
E-sel inducer,0.5,.,-15,.,.,.
miR-122 sensor,.,2,85[16.7 µM],8,3,4
ERAP1 HTS inh,-8,.,0,9,0,-1

#55 CCc1nc2ccc(C(=O)NCc3cccs3)cn2c1N(CC)CCN(C)C
#56 O=C(C[C@H]1C/C=C\CC[C@@H](Cc2ccc(F)cc2)C(=O)O[C@@H](c2ccccc2)CNC1=O)N[C@@H](CO)Cc1ccccc1
#57 COc1cccc(S(=O)(=O)N[C@@H]2CC[C@H](CCn3cc(-c4ccccc4OC)nn3)O[C@@H]2CO)c1
#58 CN(c1ccc(OCCOc2ccccc2Cl)cc1)S(=O)(=O)c1ccccc1
#59 CC(=O)c1sc2nsc(SCCN3CCCCC3)c2c1N
#60 COC(=O)[C@H]1[C@H](CO)[C@H]2Cn3c(ccc(C4=CCCCC4)c3=O)[C@H]2N1CC1CCCCC1
#61 COC(=O)c1ccccc1NC(=O)CCNC(=O)Cn1cnc2ccccc2c1=O
#62 CC(=O)N1c2ccc(S(=O)(=O)NCCC(=O)Nc3ccc(OC(F)(F)F)cc3)cc2CC1C (configuration not stated)
#63 N#C[C@H]1[C@H](c2ccc(C#Cc3ccc(F)cc3)cc2)[C@H](CO)N1C(=O)Nc1ccc(F)cc1
assay / entry,55,56,57,58,59,60,61,62,63
Cneo AK release,2,2,2,0,3,1,6,0,-2
RAD52 anneal inh,1,12,-12,-9,-14,-22,.,-4,-17
PGC1a acetyl inh,-1,.,-10,.,-2,.,8,-6,2
RAD54 inh,7,-4,3,0,2,1,11,-1,2
PglD DTNB,-2,-2,1,2,-1,-2,-3,5,-1
E-sel inducer,-0.2,0.1,-0.3,4.1,-0.3,-0.3,.,.,-0.4
miR-122 sensor,-2,.,.,.,0,4[16.7 µM],3,11,.
ERAP1 HTS inh,1,.,1,-1,.,0,.,1,0

Source: PubChem BioAssay
